Source: PubChem
Cneo AK release: Cryptococcus neoformans lysis via adenylate kinase release. C. neoformans lysis, adenylate kinase release luminescence, 4 h; normalised: neutral wells 0, clomiphene wells 100. lysis activity, % at 15 µM. 360,000 tested, 0.2% active;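 active = mean lysis activity across replicates of at least 80%, whatever share of replicates individually reach that level; inactive = mean lysis activity below 80%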
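read-out = cell lysis signal | test system = log-phase Cryptococcus neoformans yeast cells | input = cells at 5 × 10^6 per mL | medium = fresh YPD growth medium | signal = luminescent adenylate kinase detection reagent | timing = 4 h at 37 °C static, read 1 h later | dosing = single dose | controls = Clomiphene as positive lysis control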
miR122 inh: inhibitors of miR-122 in Huh7 cells | 340,000 tested, 0.3% active | Huh7 miR-122 Renilla luciferase sensor, 48 h; neutral wells = 0, positive control = 100 | activation (reporter increase), % at 12.5 µM;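 active = mean replicate activation score at least 90 and every replicate individually at or above 90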;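 also: higher luciferase means less miR-122 activity so hits act as miR-122 inhibitors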
EWS-Fli inh: EWS/Fli transcriptional activity inhibition; inhibition, % at 12.6 µM; A673 NR0B1-luciferase reporter, viability-normalised; 350,000 tested, 0.67% active;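 active = mean inhibition of at least 50% after viability correction, with every replicate also passing that limit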;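 also: firefly luciferase signal divided by Alamar Blue viability fluorescence both relative to DMSO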
FN deposition inh: fibronectin deposition inhibition; AH1F fibroblasts, Alexa488-fibronectin deposition fluorescence, overnight; inhibition, % at 12.6 µM; 350,000 tested, 0.086% active; AID 743247;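 active = mean inhibition across replicates of 30% or more, regardless of how many single replicates reach that level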;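 also: positive control wells lacked labelled fibronectin entirely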
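Schedule: 1 h cell adhesion before compound, then overnight fibronectin incubation; test system: AH1F fibroblast monolayer depositing Alexa488-labelled fibronectin into matrix; quantity: 10000 AH1F cells per well; probe or stimulus: fluorescent fibronectin at 24 nM final; signal: fluorescence, ex 485 nm, em 525 nm; evaluation: percent inhibition as loss of matrix-bound fibronectin fluorescence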
PAX8 inh HTS: lowers PAX8-driven luciferase in RMG-I cells. RMG-I TPO-luciferase reporter, SteadyGlo, 24 h. inhibition, % at 12.6 µM. 360,000 tested, 1.2% active. AID 652154;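 active = mean replicate inhibition at least 60% with every replicate also reaching 60%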;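 also: luciferase light reporting Pax8 driven TPO promoter activity; plate controls were median of neutral control wells for no effect and mitoxantrone controls for full effect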
LGR2 antag: blocks bursicon-induced cAMP signaling via Drosophila LGR2; HEK293 LGR2, CRE-luciferase, bursicon-stimulated, 4 h; inhibition, % at 9.99 µM; 380,000 tested, 0.35% active;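 active = drop in luminescence signal, shown as inhibition above about 50% in the replicate tests, limit read from the data, passing the limit was not always enough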;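 also: agonist challenge used bursicon conditioned medium at about half maximal strength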
CASP6 VEID inh: inhibitors of human caspase-6; purified caspase-6, Z-VEID-R110 cleavage fluorescence; inhibition, % at 12.5 µM; 350,000 tested, 0.53% active; AID 686996;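 active = mean inhibition across replicates at least about 35%, with every replicate also reaching that limit, limit read from the data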;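 also: 0% = median of neutral control wells and 100% = no fluorescence left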
Target sequence (P55212 24-179 limits assumed): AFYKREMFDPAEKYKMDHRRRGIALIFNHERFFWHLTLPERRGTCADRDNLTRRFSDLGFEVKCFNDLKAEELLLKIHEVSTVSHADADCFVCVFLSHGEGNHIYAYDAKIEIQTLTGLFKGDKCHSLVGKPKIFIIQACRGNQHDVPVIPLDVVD
Target sequence (P55212 194-293 limits assumed): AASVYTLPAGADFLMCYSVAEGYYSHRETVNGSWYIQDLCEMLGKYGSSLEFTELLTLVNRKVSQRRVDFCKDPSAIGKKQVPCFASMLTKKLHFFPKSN
PGC1a acetyl inh: PGC1a acetylation modulation, inhibitor mode | inhibition, % at 15.6 µM | AID 651687 | U2OS PGC1a acetylation, AlphaScreen anti-acetyl-lysine; with virally co-expressed GCN5 acetyltransferase | 350,000 tested, 0.17% active;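 active = every replicate shows inhibition of at least 40%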;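 also: 0% = neutral control wells and 100% = positive control wells; some results beyond the cut were filed as inactive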
* = called active by the depositor; / = no result given; & = joins results of further samples; [ ] = remark or other dose.

Every second line gives: PGC1a acetyl inh, Cneo AK release, EWS-Fli inh, miR122 inh, PAX8 inh HTS, LGR2 antag, FN deposition inh, CASP6 VEID inh
- COc1ccc(OC)c(S(=O)(=O)NC(N)=NCCc2ccccc2)c1
    /, 0, 6, 0, -11, 2, 11, 4
- CC(C)NC(=S)NCc1cccnc1
    0, -5, /, -4, 4, -5, -2, /
- OC(COc1ccc(Cl)cc1)CSc1ccccn1 (configuration not stated)
    12, 4, -53, -7, -119, -62, -6, 3
- CC1(Cc2ccccc2Cl)C(=O)Nc2cc(-c3ccccc3Cl)ccc21 (configuration not stated)
    /, 1, -3, -2, 4, 18, 7, -4
- O=C(CNCCO)NC12CC3CC(CC(C3)C1)C2
    37, -14, /, 8, 7, /, 9, /
- CC(C)NC(=O)Nc1ccc2c(c1)C(=O)N([C@@H](C)CO)C[C@H](C)[C@@H](CN(C)C(=O)CCCN(C)C)OCCCC[C@@H](C)O2
    1, 1, /, 0[16.7 µM], -8, 23, -3, 1
- CCOC(=O)c1ccc(N2C(=O)C3CCCN3C2=S)cc1 (configuration not stated)
    0, -1, -8, -7, 7, -12, -1, 0
- O=C1NC(=S)NC1Cc1ccc(O)cc1 (configuration not stated)
    3, 0, -3, /, 5, -13, 7, 2
- CC(C)c1ccc2c(c1)CC[C@H]1[C@](C)(CN)CCC[C@]21C
    2&1, 1&-1, 50&-17, -2&1, -6&-3, -4, -10&-6, 0&-5
- C/C=C/c1cnc2c(c1)C(=O)N([C@H](C)CO)C[C@H](C)[C@@H](CN(C)C(=O)Cc1ccccc1)O2
    -1, -1, 2, -10[16.7 µM], /, 2, /, 3

New compounds follow
Every second line gives: PGC1a acetyl inh, Cneo AK release, EWS-Fli inh, miR122 inh, PAX8 inh HTS, LGR2 antag, FN deposition inh, CASP6 VEID inh
- CS(=O)(=O)N(Cc1ccccc1F)c1ccccc1
    -6, 1, /, -1, 11, /, 7, /
- COc1ccc(C(=O)NCc2cccc(Cl)c2)cc1S(=O)(=O)N1CCOCC1
    7, 0, 4, 5, -10, -14, 2, 1
- CC(NS(=O)(=O)c1ccccc1)C(c1cccs1)N1CCOCC1 (configuration not stated)
    -1, -1, -2, -2, -7, -9, -4, 0
- O=C(O)c1c2c(nc3ccc(Cl)cc13)CCC2
    -6, 1, 10, -7, 16, -10, -13, 50*
- O=C(O)COc1cccc(NC(=O)c2ccccc2)c1
    4, 0, /, 1, /, /, 1, /
- COc1ccc(-n2nc(C(=O)NCC(=O)NCC3CCCO3)c3ccccc3c2=O)c(OC)c1 (configuration not stated)
    /, 3, /, -10, 3, /, 2, /
- CCc1ccc(C(=O)N/N=C/c2ccncc2)s1
    /, -2, /, /, -37, -8, /, -3
- CC1CCc2c(sc(NC(=O)C3=COCCO3)c2C(N)=O)C1 (configuration not stated)
    /, -4, -85, /, -117, -73, -10, -1
- OC(CNCc1cccnc1)COc1ccc2ccccc2c1 (configuration not stated)
    4, 0, 13, 2, -6, -2, 0, -7
- CC(C)(C)[C@H]1C=C(C(=O)N2CCN(Cc3ccccc3)CC2)O[C@@H](OCc2ccc(CO)cc2)C1
    -11, 2&1, -2&1, -1, 3&-9, 23, 1, -7&0

Later entries
Every second line gives: PGC1a acetyl inh, Cneo AK release, EWS-Fli inh, miR122 inh, PAX8 inh HTS, LGR2 antag, FN deposition inh, CASP6 VEID inh
- C[C@H](NC(=O)[C@@H]1CSC2c3ccccc3C(=O)N21)C(=O)NCCc1ccc(F)cc1 (some centres not stated)
    -5, -3, /, 4, 9, -3, -2, -3
- NS(=O)(=O)c1ccc(CNC(=O)C23CC4CC(CC(C4)C2)C3)cc1
    9, -1, /, -13, /, /, 1, /
- O=C(O)c1cc([N+](=O)[O-])cc2ccccc12
    11, 1, 0, -3, -2, -14, 0, 3
- COc1ccc(CCC(C)NCc2ccc(C(F)(F)F)cc2)cc1 (configuration not stated)
    -1, -3, 19, -5, 9, 5, 5, -4
- CC(C)(C)[S@@](=O)N1Cc2cc(C(=O)N3CCCCC3)nc(-c3cccc(-c4ccc(F)cc4)c3)c2[C@H]1CCO
    15, 21, 0, /, -12, 0, 2, -2
- CCCc1nc2ccc([N+](=O)[O-])cc2[nH]1
    /, /, -9, /, 2, 8, /, -2
- O=C(CN1C(=O)C2C3CCC(C3)C2C1=O)N1CCN(Cc2ccccc2)CC1 (configuration not stated)
    -1, 0, 4, -3, -17, 17, -8, 0
- CN1C(=O)c2cc(NC(=O)Cc3ccccc3)ccc2OC[C@H]2O[C@H](CC(=O)NC3CCC3)CC[C@@H]21
    -6, -3, -2, 25[16.7 µM], -1, 14, 11, 1
- C[C@@H]1CN([C@H](C)CO)C(=O)c2cc(NC(=O)CCC(F)(F)F)ccc2O[C@@H](C)CCCCO[C@H]1CN(C)C(=O)Nc1ccc2c(c1)OCO2
    0, 5, 2, 1[16.7 µM], 12, -8, /, 4
- Cc1ccc(NC2CCCN(C(=O)CN3C(=O)c4ccccc4C3=O)C2)cc1C (configuration not stated)
    /, -2, /, 0, -6, 6, -5, 4

Following part
Every second line gives: PGC1a acetyl inh, Cneo AK release, EWS-Fli inh, miR122 inh, PAX8 inh HTS, LGR2 antag, FN deposition inh, CASP6 VEID inh
- C#Cc1ccc([C@H]2C=C(C(=O)NC3CC3)O[C@@H](OCc3ccc(CO)cc3)C2)cc1
    /, -3, -27, /, -50, /, /, 5
- Cc1c(CC(=O)NCC(C)C)c(=O)oc2cc3c(cc12)CCC(C)(C)O3
    /, -2, -39, /, -32, -12, -5, 4
- Cc1ccc(C)c(NC(=S)N(Cc2ccco2)C(C)c2cccs2)c1 (configuration not stated)
    3, 0, -4, -3, 19, 0, 3, 1
- O=C(C[C@@H]1CC[C@H]2[C@@H](COC[C@@H](O)CN2C(=O)c2ccc(F)cc2)O1)Nc1nccs1
    0, -1, -2, 0[16.7 µM], 1, 5, -4, -1
- C[C@@H]1CN([C@H](C)CO)C(=O)c2cccc(NC(=O)C3CCCCC3)c2O[C@H]1CN(C)Cc1ccncc1
    9, -1, 0, 23[16.7 µM], 2, -7, /, -1
- COc1ccccc1S(=O)(=O)N[C@@H]1CC[C@H](CC(=O)N2CCN(C)CC2)O[C@H]1CO
    -11, 55, -10, 10[16.7 µM], -5, -4, 8, -4
- Cn1c(=O)n(C)c2cc(CNC(=O)[C@H]3O[C@@H](n4cnc5c(N)ncnc54)[C@H](O)[C@@H]3O)ccc21
    9, -2, 17, 3, -1, 7, 2, 2
- CCOc1ccccc1Nc1nnc(SCC(=O)NC(=O)c2cccn2C)s1
    /, /, 0, /, 9, 2, /, 1
- COc1cccc(NC(=O)c2cc(-c3ccncc3)nc3c(C)cc(C)cc23)c1
    -7, /, 6, /, 20, 3, -8, -2
- C[C@H]1CCCCO[C@@H](CN(C)Cc2ccc(C(=O)O)cc2)[C@@H](C)CN([C@@H](C)CO)C(=O)c2cc(NC(=O)Cc3ccccc3)ccc2O1
    -10, -3, -7, 3[16.7 µM], -8, 8, /, 5

3 records picked at random from those above:
Every second line gives: PGC1a acetyl inh, Cneo AK release, EWS-Fli inh, miR122 inh, PAX8 inh HTS, LGR2 antag, FN deposition inh, CASP6 VEID inh
- C#Cc1ccc([C@H]2C=C(C(=O)NC3CC3)O[C@@H](OCc3ccc(CO)cc3)C2)cc1
    /, -3, -27, /, -50, /, /, 5
- Cc1c(CC(=O)NCC(C)C)c(=O)oc2cc3c(cc12)CCC(C)(C)O3
    /, -2, -39, /, -32, -12, -5, 4
- COc1ccccc1S(=O)(=O)N[C@@H]1CC[C@H](CC(=O)N2CCN(C)CC2)O[C@H]1CO
    -11, 55, -10, 10[16.7 µM], -5, -4, 8, -4

Structural class: the entries above with a nitro group on carbon
Every second line gives: PGC1a acetyl inh, Cneo AK release, EWS-Fli inh, miR122 inh, PAX8 inh HTS, LGR2 antag, FN deposition inh, CASP6 VEID inh
- O=C(O)c1cc([N+](=O)[O-])cc2ccccc12
    11, 1, 0, -3, -2, -14, 0, 3
- CCCc1nc2ccc([N+](=O)[O-])cc2[nH]1
    /, /, -9, /, 2, 8, /, -2

CASP6 VEID inh: entries above that show a hit.
Molecule,PGC1a acetyl inh,miR122 inh,LGR2 antag,CASP6 VEID inh
O=C(O)c1c2c(nc3ccc(Cl)cc13)CCC2,-6,-7,-10,50*

(listing goes on)
Every second line gives: PGC1a acetyl inh, Cneo AK release, EWS-Fli inh, miR122 inh, PAX8 inh HTS, LGR2 antag, FN deposition inh, CASP6 VEID inh
- O=C(COC(=O)/C=C/c1cccc(Cl)c1)Nc1ccc(N2CCOCC2)cc1
    -4, /, -8, -1, 1, -13, -1, -1
- COc1ccc(C(=O)O)cc1F
    2, 1, /, 0, /, /, 9, /
- Cc1ccc(S(=O)(=O)N2CCC3(CC2)CC(=O)c2ccccc2O3)cc1
    /, 0, 3, -3, 3, 3, 5, -2
- CCNC(=O)c1ccccc1CCc1ccccc1
    -12, 0, 5, 8, -34, -2, -12, /
- C/C(=N\Nc1ccc([N+](=O)[O-])cc1)c1cc2ccccc2o1
    -1, /, -23, /, 23, /, -1, -1
- c1ccc(-c2cn(-c3ccccc3)c3ncnc(N4CCCCC4)c23)cc1
    0, /, 18, /, -6, 1, 5, 2
- Cc1cc(NC(=O)C2CC(=O)N(c3cccc(C)c3C)C2)no1 (configuration not stated)
    -19, 1, 0, 1, 2, -13, 5, -2
- C[C@H]1CN([C@@H](C)CO)C(=O)c2cccc(NC(=O)C3CCOCC3)c2O[C@H]1CN(C)Cc1ccncc1
    -3, 10, -14, -3[16.7 µM], -18, 1, -1, 0
- CCOC(=O)N1CCN(C(=O)C(=O)NNC(=O)COc2ccc(Cl)cc2)CC1
    /, /, -4, /, -11, /, 1, -4
- COc1ccc(-c2nc(CN3CCN(c4ncccn4)CC3)c(C)o2)cc1C
    9, /, 6, /, -1, -5, -4, 0

Other records follow.
Every second line gives: PGC1a acetyl inh, Cneo AK release, EWS-Fli inh, miR122 inh, PAX8 inh HTS, LGR2 antag, FN deposition inh, CASP6 VEID inh
- Cc1ccc(-c2ccc3c(c2)O[C@H](CN(C)C(=O)Nc2ccc(F)cc2)[C@H](C)CN([C@H](C)CO)S3(=O)=O)cc1
    7, 2, 18, -6[16.7 µM], /, 14, 2, 0
- CCOc1cc(NC(=S)NCC2CCCO2)c(OCC)cc1NC(=O)c1ccc(C)cc1 (configuration not stated)
    /, /, /, -17, 2, 12, 5, /
- On1nnc2cc(C(F)(F)F)ccc21
    12, 0, 4, 1, 15, 2, 9, 1
- Cc1ccc2c(c1)/C(=C/c1ccc(F)cc1)C(=O)N2
    1, 0, -8, -6, 3, 28, 11, 2
- COc1ccc(OCC(=O)NNc2nc3ccccc3s2)cc1
    5, 1, -5, 2, 21, /, 0, 1
- O=C(CNC(=O)Cc1ccccc1)NCC(=O)N1CCCCC1
    /, 0, 1, /, 2, -3, /, -1
- O=C(O)C[C@H]1CC[C@@H](NC(=O)Nc2ccccc2)[C@@H](CO)O1
    -3, 17, 5, /, 11, -3, -6, -5
- CCC(=O)N(C)C[C@H]1Oc2ncc(-c3ccc(C#N)cc3)cc2C(=O)N([C@@H](C)CO)C[C@@H]1C
    -3, 0, -10, 2[16.7 µM], /, 11, -2, 2

One compound at a time, from the list above. Screens in order: PGC1a acetyl inh	Cneo AK release	EWS-Fli inh	miR122 inh	PAX8 inh HTS	LGR2 antag	FN deposition inh	CASP6 VEID inh
Results for O=C(O)C[C@H]1CC[C@@H](NC(=O)Nc2ccccc2)[C@@H](CO)O1 : -3	17	5	/	11	-3	-6	-5
Results for Cc1ccc2c(c1)/C(=C/c1ccc(F)cc1)C(=O)N2 : 1	0	-8	-6	3	28	11	2
